TAG inh: inhibitors of triacylglycerol accumulation, primary screen, cell-based, uHTS, fluorescence, H9c2 | H9c2 cells, Nile Red lipid (TAG) fluorescence; cells loaded with 200 µM oleic acid | inhibition, % at 12.5 µM | actives 0.66% (n = 230,000) | AID 651582, 2012;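 active = pattern-corrected inhibition of lipid staining of at least 50% with the nuclear-stain viability signal not falling by more than 50%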;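 note: 0% = DMSO wells and 100% = triacsin C control wells; some results filed as inactive read as strong as hits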
TAG inh DAPI viability: second read-out of TAG inh, no call of its own (marks repeat the call); DAPI nuclei signal change (viability), lower = more cytotoxic, %;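 whole-well DAPI fluorescence read on a plate reader as a viability signal; minus 50 percent equals half of cells still viable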
Numbers without * were called inactive. Not all compounds are listed. The share of hits here may be higher or lower than overall.

Results follow in this order: TAG inh	TAG inh DAPI viability
1) COC(=O)[C@@H]1[C@@H](C)N(Cc2ccccc2)C(=O)N[C@H]1c1ccccc1
→ -13.0	-5.1
2) Clc1cccc(-c2nc3nc4ccccc4nc3n2Cc2ccco2)c1
→ -4.6	-4.2
3) CCCN(CC(=O)Nc1ccccc1C)C(=O)c1ccc(OCC(=O)N2CCOCC2)c(OCC)c1
→ 1.7	-7.9
4) CN(CCc1ccccn1)C(=O)CCC1CCCN(C(=O)c2n[nH]c3c2CCCC3)C1 (stereo not drawn)
→ -3.7	3.9
5) Cc1cc(C)nc(NNS(=O)(=O)c2c(C)cc(C(C)(C)C)cc2C)n1
→ 3.4	2.7
6) COc1ccc(/C=N/NC(=O)c2cccc(S(=O)(=O)N3CCCC3)c2)cc1O
→ -7.7	8.0
7) COc1cc(OC)c(OC)cc1CN(C)C(c1ccccc1)c1nnnn1-c1ccccc1C (stereo not drawn)
→ 0.7	-2.3
8) COc1ccc(-c2cc(C(=O)Nc3ccc(C)c(N)c3)c3ccccc3n2)cc1
→ 4.0	3.1
9) COc1ccc(CCNC(=O)C2CCN(S(=O)(=O)c3ccc(OC)c(OC)c3)CC2)cc1
→ 17.5	-12.7
10) O=C(CN1CCN(C(=O)c2cccc(S(=O)(=O)N3CCCC3)c2)CC1)Nc1cccc(F)c1
→ 10.5	1.6
11) Cc1cc(C)n(-c2nc(SCC(=O)O)c3c4c(sc3n2)COC(C)(C)C4)n1
→ 15.1	1.3
12) Cc1ccc(S(=O)(=O)/N=C(/Nc2ccc([N+](=O)[O-])cc2[N+](=O)[O-])c2ccccc2)cc1
→ -10.8	-1.6
13) COc1ccc(C(=O)N/N=C/c2ccc(OC(=O)c3cccc4ccccc34)c([N+](=O)[O-])c2)cc1
→ 18.0	-5.0
14) COc1ccc2c(c1)CCC1C2=NN(/C(C)=C\C(C)=O)C1c1ccc(F)cc1 (stereo not drawn)
→ -11.0	8.6
15) CCS(=O)(=O)N1CCCC(C(=O)NCCCN2CCCC2=O)C1 (stereo not drawn)
→ -9.9	-7.3
16) COc1ccc(CCN2CC(O)=C(c3nc4ccccc4c(=O)[nH]3)C2=N)cc1OC
→ 24.5	2.6
17) CN1CCN(S(=O)(=O)c2ccc(N(C)Cc3cccc(F)c3)nc2)CC1
→ 8.1	5.1
18) O=C(CCSc1ccc(Cl)cc1)N1CCN(S(=O)(=O)c2ccccc2)CC1
→ -21.6	0.3
19) Cc1c(C(=O)N2CCC3(CC2)CC(=O)c2ccccc2O3)cccc1[N+](=O)[O-]
→ -1.0	-8.8
20) Cc1cc(Cn2nc(C(=O)NCC3CC3)cc2-c2ccccc2)on1
→ 2.9	2.0
21) CCOC(=O)C(Cc1ccccc1)c1ccnc2ncnn12 (stereo not drawn)
→ 7.4	2.0
22) N#Cc1c(/N=C/N2CCCC2)oc(-c2ccccc2)c1-c1ccccc1
→ -10.5	12.1
23) CC(=O)Nc1ccc(-c2ccnc3c2CC(C(=O)NCCc2ccccc2)O3)cc1 (stereo not drawn)
→ 0.1	-3.0
24) CCCC(=O)Nc1nc2ccc(NC(=O)c3c(F)c(F)c(OC)c(F)c3F)cc2s1
→ 70.0*	-22.6*
25) Cc1nc2ccccc2n1CCCOc1ccccc1
→ -3.9	9.8
26) O=C(CC1C(=O)NCCN1CC1CCCCC1)NCCc1ccc(F)cc1 (stereo not drawn)
→ 3.2	2.1
27) O=C(CSc1nc(=O)n2cc(Cl)ccc2n1)Nc1cccc2ccccc12
→ -16.0	-9.4
28) Cc1nc2ccccc2c(=O)n1NC(=O)Cc1ccc([N+](=O)[O-])cc1
→ 7.3	-16.9
29) COc1ccc(N2C(=O)c3ccccc3NC2c2cccnc2)cc1 (stereo not drawn)
→ 9.5	-4.8
30) O=C(COC(=O)CSc1ccc(F)cc1)NNC(=O)c1ccc([N+](=O)[O-])cc1
→ 0.7	-1.4
31) Nc1nc(C23CC4CC(CC(Cl)(C4)C2)C3)cs1
→ -3.0	-4.0
32) CC(NS(=O)(=O)c1ccc(NC(=O)N2CCCCC2)cc1)c1ccccc1 (stereo not drawn)
→ -12.5	3.3
33) CCOC(=O)C1CCCN(C(=O)c2c(-c3ccccc3Cl)noc2C)C1 (stereo not drawn)
→ 3.4	-23.3
34) Cc1ccc(NC(=O)C(C)OC(=O)c2ccc(NC(=O)CC#N)cc2)cc1S(=O)(=O)N1CCOCC1 (stereo not drawn)
→ 8.0	-1.6
35) Cc1ccc(-c2cc3nc(NCCc4ccncc4)n(C)c(=O)c3s2)cc1
→ 41.8	7.4
36) COc1cccc(C(=O)NC2=NCCS2)c1
→ 9.7	6.7
37) Cc1ccc(S(=O)(=O)Cc2ccc(C(=O)N3CCCC3)o2)cc1
→ 4.9	-1.3
38) O=C(CO/N=C/c1ccccc1O)NNC(=O)c1ccccc1Cl
→ -10.8	6.8
39) COc1ccc2c(c1)/C(=C/c1cc(OC)c(OC)c(OC)c1)C(=O)N2
→ 42.5	-22.7
40) Cc1noc(C)c1NC(=O)N1CCN(Cc2ccccc2)CC1
→ -1.6	5.7
41) O=S(=O)(c1ccc(Cl)cc1)N1CCC(N2CCOCC2)CC1
→ -0.5	10.0
42) O=C(Nc1ccc(Cl)cc1)c1ccc(CN2CCc3ccccc3C2)cc1
→ -5.2	-0.3
43) O=C1NC(c2cccc3ccccc23)Nc2ccc(Cl)cc21 (stereo not drawn)
→ 52.1*	-31.7*
44) Cn1c(=O)c2cc(S(=O)(=O)NC(C(=O)N3CCCCCC3)c3ccccc3)ccc2n(C)c1=O (stereo not drawn)
→ 9.7	-9.2
45) COc1ccc(NC(=O)Nc2nnc([C@@H]3C[C@H](O)[C@@H](CO)O3)s2)cc1
→ -13.2	-2.8
46) CCc1ccc(C2CC(c3ccccc3C)n3nc(N)nc3N2)cc1 (stereo not drawn)
→ 20.4	-10.8
47) Cc1cccc(NS(=O)(=O)c2cccc(C(=O)NCCCN3CCOCC3)c2)c1
→ -1.4	11.3
48) CCOc1cccc(C2C(C(=O)c3ccc(C)o3)=C(O)C(=O)N2c2nnc(C)s2)c1 (stereo not drawn)
→ -15.3	-6.8
49) COc1ccc(-c2nc3c(-c4ccc(F)cc4)cnn3cc2C)cc1F
→ 0.4	18.3
50) COC(=O)c1ccc(N(C(=O)c2ccco2)C(C(=O)NC2CCCC2)c2ccco2)cc1 (stereo not drawn)
→ 6.5	-10.3
51) COc1ccccc1NC(=O)Cn1cnc2c(cnn2-c2ccc(C)c(C)c2)c1=O
→ 16.0	-13.4
52) S=c1sc2ccccc2n1CCc1ccncc1
→ -6.1	-4.1
53) CCOC(=O)c1c(C)nsc1NC(=O)c1ccco1
→ 6.7	-1.4
54) Cc1c(CCO)c(=O)[nH]n1S(=O)(=O)c1ccc([N+](=O)[O-])cc1
→ -3.0	-10.9
55) CC12C=CC3(O1)C(C(=O)N(c1ccccc1)C3C(=O)NC1CCCC1)C2C(N)=O (stereo not drawn)
→ -2.2	2.2
56) CC(=C/c1ccc(C(C)C)cc1)/C=N/NC(=O)Cn1nc(C)cc1C
→ 2.6	2.4
57) COc1cccc2c1C1COC3C4CC(C(=O)O)C(C(C2)N13)N4C (stereo not drawn)
→ 7.0	12.0
58) CC1=C(Sc2ccccn2)C(=O)NC(C)(C)C1
→ 3.6	-9.6
59) O=C(Nc1cccc(-c2ccc3nncn3n2)c1)c1ccco1
→ 3.0	8.2
60) O=C(CSc1nnc(-c2ccccc2)n1Cc1ccccc1)N1CCCC1
→ 2.5	-4.2

Arranged by length of the SMILES (high to low): part of the list above
Results follow in this order: TAG inh	TAG inh DAPI viability
44) Cn1c(=O)c2cc(S(=O)(=O)NC(C(=O)N3CCCCCC3)c3ccccc3)ccc2n(C)c1=O (stereo not drawn)
→ 9.7	-9.2
55) CC12C=CC3(O1)C(C(=O)N(c1ccccc1)C3C(=O)NC1CCCC1)C2C(N)=O (stereo not drawn)
→ -2.2	2.2
56) CC(=C/c1ccc(C(C)C)cc1)/C=N/NC(=O)Cn1nc(C)cc1C
→ 2.6	2.4
33) CCOC(=O)C1CCCN(C(=O)c2c(-c3ccccc3Cl)noc2C)C1 (stereo not drawn)
→ 3.4	-23.3
57) COc1cccc2c1C1COC3C4CC(C(=O)O)C(C(C2)N13)N4C (stereo not drawn)
→ 7.0	12.0
43) O=C1NC(c2cccc3ccccc23)Nc2ccc(Cl)cc21 (stereo not drawn)
→ 52.1*	-31.7*

(continued)
Results follow in this order: TAG inh	TAG inh DAPI viability
61) Cc1ccccc1C(=O)Nc1c(C(=O)N2CCN(C)CC2)cnn1-c1ccccc1
→ 2.7	0.1
62) CCC(=O)Nc1cccc(NC(=O)c2ccc(C)cc2Cl)c1
→ 1.7	1.3
63) Cc1ccc(S(=O)(=O)Cn2nnnc2C(C(C)C)N2CCN(Cc3ccco3)CC2)cc1 (stereo not drawn)
→ -6.8	-6.4
64) CN1CCN(c2ccc(CNS(=O)(=O)c3ccsc3)cc2)CC1
→ 7.7	-7.6
65) CCn1cc(C(=O)OCC(=O)N2C(C)CCCC2C)c(=O)c2ccc(C)nc21 (stereo not drawn)
→ -2.2	-7.0
66) COc1ccc(NC(=O)CN(C)C(=O)c2ccc(C)c(S(=O)(=O)N3CCCCC3)c2)cc1
→ 0.0	-3.5
67) COc1ccc(OC)c(NC(=O)CCN2CCCCC2)c1
→ -10.4	2.9
68) CC(Sc1ccc2c(c1)OCCO2)C(=O)Nc1ncc(Cl)cc1Cl (stereo not drawn)
→ -12.4	3.5
69) Cc1cc(NC(=O)C(C)SCC(=O)N(C)Cc2ccccc2F)no1 (stereo not drawn)
→ -4.5	-5.6
70) O=C(NCCCN1CCc2ccccc2C1)C1CCN(c2nnc(-n3cccc3)s2)CC1
→ 8.8	1.7
71) COc1ccc(CCNS(=O)(=O)c2ccc(Cl)s2)cc1OC
→ -11.5	4.9
72) COc1ccc(CCNC(=O)c2nnc(Cc3ccc(Cl)cc3)o2)cc1OC
→ 3.0	-11.0
73) Cc1ccc(OCC(=O)Nc2nnc(S(=O)(=O)N3CCCCCC3)s2)cc1
→ 2.6	-9.6
74) CN(C)C(=O)CSc1nc(-c2ccccc2)c(-c2ccccc2)o1
→ 7.4	-12.2
75) CC(Oc1cccnc1[N+](=O)[O-])C(=O)Nc1ccc(Cl)cn1 (stereo not drawn)
→ -6.7	-8.4
76) O=C(O)C(c1ccccc1)C1(O)CC2CCC1C2 (stereo not drawn)
→ 19.1	-11.4
77) Cc1cc(C)n(-c2nc3c(c(=O)[nH]c(=O)n3C)n2C)n1
→ 11.0	-3.2
78) O=c1cc(SCc2ccccc2)nc[nH]1
→ -2.7	-5.1
79) COc1ccccc1-n1cnnc1SCC(=O)Nc1ncc(Cl)cc1Cl
→ 0.8	-8.2
80) COc1ccc(CCN2C(=O)NC(NS(=O)(=O)c3ccc(NC(C)=O)cc3)(C(F)(F)F)C2=O)cc1OC (stereo not drawn)
→ 8.1	1.3
81) Nc1cc(-c2ccc(Cl)cc2)nn1-c1ccccc1
→ -11.6	-3.5
82) C/C(=N\NC(=O)c1ccn(C)n1)c1ccc(NC(=O)c2cccc(F)c2)cc1
→ -2.4	6.3
83) CCNC(=O)COc1ncnc2scc(-c3ccc(F)cc3)c12
→ 1.9	-3.2
84) Clc1ccc2c(c1)C(N1CCNCC1)=Nc1ccccc1O2
→ 27.9	-12.0
85) O=C(COC(=O)c1ccc(S(=O)(=O)N2CCCC2)cc1)NCc1ccc(Cl)cc1
→ -12.6	9.5
86) COc1ccc(-c2cc(C(=O)Nc3sc4c(c3C#N)CCCC4)c3ccccc3n2)cc1OC
→ -2.5	-5.6
87) CCOC(=O)C1=C(NC(=S)NC(=O)c2ccccc2)c2ccccc2CC1C(C)C (stereo not drawn)
→ -16.8	9.3
88) Cc1ccc(CNC(=O)Cn2cccc2C(=O)c2ccccc2)cc1
→ -45.5	12.7
89) CN1OC[C@@H]2CN(Cc3ccccc3)[C@H](c3cccc(N4CCOCC4)c3)C[C@@H]21
→ -11.4	-4.4
90) COCCNC(=O)c1cc(S(=O)(=O)N(C)c2ccccc2OC)ccc1C
→ -1.5	-5.3
91) Cc1ccc(N(CC(=O)Nc2c(C)cccc2C)S(C)(=O)=O)cc1
→ 3.8	-1.8
92) CCOC(=O)Cc1nnc(NC(=O)C(CC)Sc2nc(C)cc(=O)[nH]2)s1 (stereo not drawn)
→ 14.3	-7.5
93) O=C(NCc1ccccc1)C1=C[C@H](c2ccc(C(F)(F)F)cc2)C[C@H](OCCCCO)O1
→ -1.0	-1.1
94) Cc1ccc(CCNS(=O)(=O)c2ccc3c(c2)C(C)(C)C(=O)N3C)cc1
→ -1.3	6.6
95) CC(O)c1cc2c(s1)c1cnn(Cc3ccccc3F)c(=O)c1n2C (stereo not drawn)
→ -0.1	-2.6
96) O=C(O)[C@@H](O)[C@H](O)C(=O)O
→ 9.8	0.0
97) CC1=C(C(=O)N(C)C)C(c2ccc(Cl)c(Cl)c2)NC(=O)N1 (stereo not drawn)
→ -1.4	-5.0
98) CN(CCOc1ccccc1)CC(=O)Nc1ccc(S(=O)(=O)N2CCCC2)cc1
→ -13.3	-0.8
99) CC(=O)N1CCN(c2cc(N3CCCC3)c(F)cc2[N+](=O)[O-])CC1
→ 5.7	-2.2
100) CN(C)C(=O)N1CCC(C(=O)NCc2ccc(F)cc2)CC1
→ -8.3	-6.6
101) c1cncc(-c2nc(NCC3COc4ccccc4O3)c3ccccc3n2)c1 (stereo not drawn)
→ 40.0	-3.8
102) CCOc1ccccc1N1CCN(C(=S)Nc2ccc(S(=O)(=O)Nc3ncccn3)cc2)CC1
→ 28.1	-6.5
103) CCC(=O)N1CCN(c2ccc(Cl)cc2NC(=O)c2ccc3c(c2)OCCO3)CC1
→ 17.2	-5.1
104) CC(=O)Nc1cc2c(cc1Br)OCCO2
→ -2.8	2.3
105) Cc1ncc([N+](=O)[O-])n1CCOC(=O)NC(NCc1ccccc1)C(Cl)(Cl)Cl (stereo not drawn)
→ 10.6	-6.9

Screening data from PubChem BioAssay.
